Screening data from PubChem.
p53null 32C kill: p53 null cell cytotoxicity, permissive temperature. H1299-neo p53 null cells, ATP luminescence, 24 h, 32C. Potency, µM (titrated, usually from 46.1 µM), without a hit: top-dose activity change, negative = cytotoxicity, hits mostly cytotoxic. actives 0.62% (n = 55,000). AID 903;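 note: potency is the fitted concentration of half-maximal effect; 0% = DMSO only and -100% = full killing by 100 µM tamoxifen; nearly all actives have a fitted effect of over 55% in size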
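ATP-content luminescence in p53-null H1299-neo cells after 24 h compound exposure (up to 46 uM) at 32C permissive temperature; 0% and 100% killing set by DMSO and 100 uM tamoxifen; Hill-equation AC50.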
FH mod: Identification of activators of human fumarate hydratase by quantitative high-throughput screening | FH coupled MDH/diaphorase resazurin fluorescence, 15 min | Potency, µM (doses to about 79.9 µM), inactives show at the top dose activity change, negative = inhibition, hits mostly inhibitors | Fumarate hydratase, mitochondrial (Homo sapiens), P07954 | actives 0.22% (n = 54,000); note: potency is the fitted concentration of half-maximal effect; % is set by controls: 0 for no effect and ±100 for the full control effect; the screen sought activators but most active calls are inhibition curves; nearly all actives have a fitted effect of over 45% in size
Target sequence (P07954 whole entry, looked up): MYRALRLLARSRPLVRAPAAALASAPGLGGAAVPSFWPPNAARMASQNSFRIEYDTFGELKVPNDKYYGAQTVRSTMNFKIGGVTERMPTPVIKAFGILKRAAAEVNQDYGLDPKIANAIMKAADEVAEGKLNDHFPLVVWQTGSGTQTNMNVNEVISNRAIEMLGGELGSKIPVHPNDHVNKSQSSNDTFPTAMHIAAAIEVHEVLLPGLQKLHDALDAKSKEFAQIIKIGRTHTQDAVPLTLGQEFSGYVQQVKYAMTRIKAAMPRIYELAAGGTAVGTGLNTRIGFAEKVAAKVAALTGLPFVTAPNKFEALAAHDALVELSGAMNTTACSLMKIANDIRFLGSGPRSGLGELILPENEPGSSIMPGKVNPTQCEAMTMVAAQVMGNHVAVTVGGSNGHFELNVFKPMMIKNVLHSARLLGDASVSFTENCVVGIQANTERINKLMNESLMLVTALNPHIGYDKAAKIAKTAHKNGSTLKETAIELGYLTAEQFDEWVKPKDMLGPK
TSG101-PTAP inh: inhibitors of HIV-1 PTAP binding to human TSG101, validation; Q99816; Fluorescence polarization, FITC-PTAP peptide/Tsg101, 20 min; Potency, µM (highest dose often 115 µM), for inactives: at the highest dose activity change, negative = inhibition, actives largely listed as inhibitors; 44,000 tested, under 10 active; AID 1347069; note: potency is the fitted concentration of half-maximal effect; 0% is about no effect
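Steps: Tsg101 binding domain (10 uM final) in HEPES pH 7.5/NaCl/Tween 20/EDTA/TCEP; add compound; add FITC-PTAP peptide (50 nM final); incubate 20 min r.t.; read polarization.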
B2AR arrestin ag: agonists recruiting beta-arrestin to human beta2-adrenergic receptor; HTLA Tango cells, beta-arrestin recruitment, luciferase luminescence, 18 h; Potency, µM (series often up to 46.1 µM), inactives show top-dose activation, usual class: activators; 44,000 tested, under 10 active; AID 1347077;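 note: potency is the fitted concentration of half-maximal effect; 0% = DMSO and full agonism = EC100 isoproterenol or metaproterenol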
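First, Tango cells carrying beta2-AR and beta-arrestin fusions received compound up to 46 microM. After 18 hr at 37 degrees C, luciferase substrate was added for 15 minutes, then luminescence gave %Activity for curve fitting.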
GALK inhibitor: inhibits human galactokinase; 44,000 tested, under 10 active; recombinant GALK, Kinase-Glo ATP luminescence, 1 h; Potency, µM (top dose mostly 57.5 µM), inactives show at the top dose activity, negative = inhibition, most hits filed as inhibitors; P51570; AID 1347072;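 note: plate controls were full GALK reaction for no effect and reaction lacking GALK for full effect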
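Compounds were pinned into ATP buffer, then GALK-galactose mix was added (final 5 nM enzyme, 35 uM ATP, 100 uM galactose, pH 8.0). After 1 h at room temperature, Kinase-Glo Plus was added and luminescence read.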
NTMT1 inh: inhibitors of human N-terminal methyltransferase NTMT1. Q9BV86. NTMT1 MTase-Glo SAH luminescence, purified enzyme. Potency, µM (series often up to 114 µM), for inactives: at the top dose activity change, negative = inhibition, usual class: inhibitors. actives 2.5% (n = 59,000);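 note: potency is the fitted concentration of half-maximal effect; plate controls were DMSO vehicle for no effect and no enzyme for full effect; nearly all actives have a fitted effect of over 65% in size; many of its hits are not listed in these tables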
Target sequence (Q9BV86 whole entry, looked up): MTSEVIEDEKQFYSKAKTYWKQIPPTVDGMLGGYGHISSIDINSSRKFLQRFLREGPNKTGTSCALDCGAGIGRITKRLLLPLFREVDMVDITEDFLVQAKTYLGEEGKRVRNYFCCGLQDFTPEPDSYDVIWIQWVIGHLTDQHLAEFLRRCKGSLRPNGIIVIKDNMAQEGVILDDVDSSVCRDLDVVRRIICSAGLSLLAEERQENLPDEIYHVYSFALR
p53null 39C tox: selectivity test: cytotoxicity in p53 null cells, nonpermissive temperature; H1299 p53-null (neo) cells, 39C, ATPlite viability, 24 h; Potency, µM (titrated, usually from 46.1 µM), without a hit: at the top dose activity, negative = cell killing, actives largely listed as cytotoxic; actives 0.97% (n = 55,000);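 note: potency is the fitted concentration of half-maximal effect; 0% = DMSO only and -100% = full killing by 100 µM tamoxifen; nearly all actives have a fitted effect of over 50% in size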
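Concentration-response (up to 46 uM) was run for 24 h at the nonpermissive 39C on H1299-p53A138V or H1299-neo cells. ATP content was measured with ATPlite luminescence. AC50 values were Hill-modeled after normalizing between DMSO and 100 uM tamoxifen killing.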
The depositor's hits bear a star; ? = inconclusive; . = not tested or not shown; [ ] = dose if it differs, or a comment. Calls come from the whole dose curve; as a rule, active = well fitted curve in the direction sought with a large enough effect; inconclusive = small, poorly fitted or top-dose-only effect, or another doubt; inactive = no such curve, though single readings can be large; an effect the other way counts as inactive or inconclusive. An excerpt (hit frequency here may not be typical).

Molecule | p53null 32C kill | FH mod | TSG101-PTAP inh | B2AR arrestin ag | GALK inhibitor | NTMT1 inh | p53null 39C tox
COC(=O)c1ccc2c(c1)N(Cc1ccc(Cl)cc1)C(=O)c1ccccc1S2 | 16% | -15% | 1% | 0% | 3% | 0% | 41%[activator]
Cn1c(=O)n(C)c2cc(NS(=O)(=O)c3ccccc3)c(NCc3ccccc3)cc21 | -2% | ? | 0% | 4% | 2% | ? | ?
O=C(C1CCCN(S(=O)(=O)c2ccc(Br)s2)C1)N1CCN(c2ccccc2F)CC1 (configuration not stated) | -1% | -15% | -1% | 0% | 1% | -13% | 7%
CCOc1ccc(-c2nnc(SCC(=O)c3ccc(Br)cc3)n2-c2ccccc2)cc1 | -8% | 7% | -4% | 0% | -1% | -2% | -4%
CCOC(=O)N1CCc2c(sc3c2C(=O)NC(c2ccc(N(C)C)cc2)N3)C1 (configuration not stated) | 1% | -19% | 4% | 1% | 0% | 5% | -15%
CCOc1ccc(CCNC(=O)c2c(C)oc3ncn(CC(C)C)c(=O)c23)cc1 | -5% | -3% | -3% | 2% | 0% | 2% | -29%
Cc1cccc(-n2c(=O)c3c(c4cc(C)ccc4n3C)n(Cc3ccccc3F)c2=O)c1 | -7% | 0% | 1% | 0% | 4% | 7% | 3%
CCOc1ccccc1NC(=O)CCc1nc(-c2cccc(C)c2)no1 | 1% | ? | -2% | 0% | 1% | 1% | -3%
COc1ccc(-c2nn3c(=O)cc(CN4CCN(C(=O)Nc5cc(C)ccc5C)CC4)nc3s2)cc1 | -9% | -17% | -1% | -1% | 1% | 0% | 1%
CN(C)c1ccc(C(CNC(=O)c2ccccc2)N2CCc3ccccc32)cc1 (configuration not stated) | -4% | -11% | -7% | 1% | -3% | -2% | -5%

Going on with the list.
Molecule | p53null 32C kill | FH mod | TSG101-PTAP inh | B2AR arrestin ag | GALK inhibitor | NTMT1 inh | p53null 39C tox
Cc1ccc(NC(=O)C2CCN(c3nc4ccccc4nc3C(F)(F)F)CC2)cc1C | -15% | 3% | 3% | 1% | 4% | -5% | -18%
COc1ccc(CNC(=O)CCc2c(C)c3cc4c(C)c(C)oc4cc3oc2=O)cc1 | 1% | -5% | -2% | -2% | 1% | ? | -5%
Cc1cccc(NC(=O)Cn2c(=O)ccc3cc(S(=O)(=O)N4CCCC4)ccc32)c1C | 2% | 2% | -2% | 0% | 1% | 18% | 22%
COCCn1c(C)cc(O)c(C(c2ccccc2)N2CCN(c3ccccc3)CC2)c1=O (configuration not stated) | 5% | -1% | 1% | 0% | 1% | -13% | -28%
Cc1ccc(OCC(=O)Nc2ccc3nc(SCC(=O)N4CCCC4)sc3c2)cc1C | -9% | -30% | 2% | -4% | -7% | 0% | -4%
O=C(Cn1c(=O)n(Cc2ccc(F)cc2)c(=O)c2sc3ccccc3c21)Nc1ccc(F)cc1F | -1% | 2% | 1% | 1% | 1% | 7% | -9%
O=C(/C=C/c1ccccc1)N1CCN(Cc2cc(=O)n3nc(-c4ccccc4)sc3n2)CC1 | 5% | . | -6% | 0% | -1% | . | -4%
CCc1ccccc1NC(=O)c1nnn(CC(=O)Nc2c(C)cc(C)cc2C)c1N | 4% | -1% | -6% | 0% | 8% | 9% | 20%
Cc1cccc(NC(=O)CSc2nc3c([nH]c4ccccc43)c(=O)n2-c2ccc(F)cc2)c1C | 7% | 5% | -1% | ? | -4% | 0% | -2%
O=S1(=O)N=C(Nc2cccc(C(F)(F)F)c2)c2ccccc21 | -5% | . | -14% | 1% | 0% | . | 1%

(more compounds)
Molecule | p53null 32C kill | FH mod | TSG101-PTAP inh | B2AR arrestin ag | GALK inhibitor | NTMT1 inh | p53null 39C tox
CC(C)c1ccc(NS(=O)(=O)c2ccc3[nH]cc(C(=O)NCCc4ccccc4)c(=O)c3c2)cc1 | -5% | -8% | 2% | -1% | -1% | 19% | 3%
Cc1ccc2c(c1)c1c(c(=O)n(-c3ccccc3C)c(=O)n1CC(=O)NCC1CCCO1)n2C (configuration not stated) | 4% | 0% | -5% | 0% | 1% | -1% | 11%
Cc1ccc2oc(=O)c3cc(C(=O)N4CCN(c5ccccc5F)CC4)sc3c2c1 | -1% | 4% | 10% | 1% | -2% | ? | -9%
COc1ccc(C(=O)Nc2ccc3c(c2)CCCN3C(=O)c2cccs2)c(OC)c1 | -12% | -23% | 0% | -1% | -2% | -14% | -9%
CCOc1ccc2nc(NC(=O)CS(=O)(=O)c3ccc(Cl)cc3)sc2c1 | ? | -10% | 1% | -4% | 1% | 11% | ?
CCCn1c2ccccc2c2cnn(CC(=O)NCc3cc(OC)ccc3OC)c(=O)c21 | 6% | 3% | 2% | 0% | 4% | 9% | 11%
Cc1cccc(CCNC(=O)C2CCCN(S(=O)(=O)c3ccc4c(c3)oc(=O)n4C)C2)c1 (configuration not stated) | 2% | -1% | 3% | 1% | -12% | 8% | 6%
O=C(CN1C(=O)C2CCCCN2c2ccc(C(=O)N3CCCC3)cc21)NCc1ccccc1 (configuration not stated) | -1% | -2% | -16% | 2% | -2% | 1% | -16%
Cc1ccc(Cl)cc1NC(=O)Nc1nnc(N2CCCC(C)C2)s1 (configuration not stated) | 10% | -10% | -1% | -2% | 3% | 1% | -1%
Cc1ccc(N(CC(=O)Nc2cccc(Cl)c2)S(=O)(=O)c2cccs2)cc1 | 0% | ? | 2% | -2% | 8% | 5% | -13%

As entered above:
TSG101-PTAP inh, CCOc1ccc2nc(NC(=O)CS(=O)(=O)c3ccc(Cl)cc3)sc2c1 stands at 1%
FH mod, Cc1ccc(Cl)cc1NC(=O)Nc1nnc(N2CCCC(C)C2)s1 (configuration not stated) stands at -10%
FH mod, Cc1ccc2c(c1)c1c(c(=O)n(-c3ccccc3C)c(=O)n1CC(=O)NCC1CCCO1)n2C (configuration not stated) stands at 0%

(list continues)
Molecule | p53null 32C kill | FH mod | TSG101-PTAP inh | B2AR arrestin ag | GALK inhibitor | NTMT1 inh | p53null 39C tox
O=C(Cn1c(=O)n(-c2ccc(Cl)cc2)c(=O)c2c3c(sc21)CCC3)c1ccccc1 | 2% | -10% | 3% | 1% | 4% | 14% | 22%
O=C(COc1ccccc1F)Nc1nnc(SCc2cc(=O)c3ccccc3[nH]2)s1 | -1% | -15% | -4% | 0% | 4% | -9% | 13%
CCC(Sc1nc2ncccc2o1)C(=O)Nc1cccc(C)c1 (configuration not stated) | -13% | ? | -3% | 0% | -1% | 2% | -20%
CCOC(=O)c1ccc(N2CCN(c3cc(Cl)ccc3C)CC2)c(NC(=O)Nc2ccc(OCC)cc2)c1 | -10% | . | 1% | 0% | 2% | . | -18%
COc1ccc(C)cc1NC(=O)c1cc(S(=O)(=O)NCCC2=CCCCC2)ccc1F | -2% | -33% | -1% | 0% | -1% | 2% | 7%
Cc1ccc(NC(=O)/C=C\C(=O)N(c2ccc(C(C)C)cc2)C(C(=O)NCc2ccco2)c2ccc(F)cc2)cc1 (configuration not stated) | 23% | . | -2% | 3% | 2% | . | 17%
COc1ccc(-c2noc(N3CCN(c4ccc(C)cc4)C(C)C3)n2)cc1OC (configuration not stated) | 3% | -8% | 26% | -1% | -6% | -16% | -17%
CCN(C(=O)C1CCCN(S(=O)(=O)c2c(C)noc2/C=C/N(C)C)C1)c1cccc(C)c1 (configuration not stated) | 34%[activator] | -28% | -1% | -1% | -2% | ? | 22%
Cc1ccc2oc(C(=O)Nc3ccc(S(=O)(=O)N4CCCCCC4)cc3)cc(=O)c2c1 | 4% | -2% | -2% | 0% | 0% | 5% | 33%[activator]
CCCCN(CC)C(=O)C1CCCN(c2ncnc3c2nc2n3CCCCC2)C1 (configuration not stated) | -11% | ? | 1% | 2% | 1% | -4% | -8%

Compound profiles, as listed above.
CCN(C(=O)C1CCCN(S(=O)(=O)c2c(C)noc2/C=C/N(C)C)C1)c1cccc(C)c1 (configuration not stated) is entered as p53null 32C kill = 34%[activator]; FH mod = -28%; TSG101-PTAP inh = -1%; B2AR arrestin ag = -1%; GALK inhibitor = -2%; NTMT1 inh = ?; p53null 39C tox = 22%
CCCCN(CC)C(=O)C1CCCN(c2ncnc3c2nc2n3CCCCC2)C1 (configuration not stated) is entered as p53null 32C kill = -11%; FH mod = ?; TSG101-PTAP inh = 1%; B2AR arrestin ag = 2%; GALK inhibitor = 1%; NTMT1 inh = -4%; p53null 39C tox = -8%

Next section:
| molecule | p53null 32C kill | FH mod | TSG101-PTAP inh | B2AR arrestin ag | GALK inhibitor | NTMT1 inh | p53null 39C tox |
| --- | --- | --- | --- | --- | --- | --- | --- |
| O=C(CSc1ccc(-c2cccs2)nn1)Nc1cccc(F)c1 | -3% | ? | -8% | 1% | -6% | ? | -12% |
| Cc1c(NC(=O)c2cc(-c3ccccc3O)on2)c(=O)n(-c2ccccc2)n1C | -5% | . | -8% | 1% | 4% | . | -19% |
| COc1ccc(CNC(=O)C(=O)NCC(c2cccnc2)N2CCN(c3ccccc3)CC2)cc1 (configuration not stated) | -10% | -5% | 0% | 1% | -12% | -4% | -15% |
| CCc1ccc(NC(=O)CSc2ccnc(=O)[nH]2)cc1 | ? | -16% | 0% | -3% | -10% | 8% | 5% |
| Cn1c(=NC(=O)c2ccc3c(c2)OCCO3)sc2cc(S(C)(=O)=O)ccc21 | 0% | 0% | 3% | 0% | -8% | 1% | 14% |
| Cc1ccc(CNCc2c(C(=O)O)n(Cc3ccc(C)cc3)c3cc(C)ccc23)cc1 | 32%[activator] | ? | -10% | 0% | 4% | -7% | ? |
| CCC(C)NC(=O)c1sc2nc(C)c(C(=O)Nc3ccc(C)cc3C)c(-c3ccc(Br)cc3)c2c1N (configuration not stated) | 21% | -17% | -1% | 5% | 1% | 10% | 17% |
| COc1cc(NC(=O)CCS(=O)(=O)c2nc(-c3ccc4c(c3)OCO4)cc(C(F)(F)F)n2)cc(OC)c1OC | 39%[activator] | -13% | -1% | 1% | -7% | 0% | 86%[activator] |
| CCc1c(C)sc2c1CCN(C(=O)Nc1ccc(F)c(Cl)c1)C2c1ccc(F)cc1 (configuration not stated) | 28% | 1% | -1% | 0% | 1% | -4% | 31%[activator] |
| Cc1cccc(OCC(=O)Nc2ccccc2C(=O)OCc2cc(=O)n3nc(C)sc3n2)c1 | -13% | 2% | 2% | 1% | 1% | -1% | -13% |
| CC(C)(C)OC(=O)N1CCC(c2c(C(=O)N3CCN(C(=O)c4ccco4)CC3)cnn2-c2cccc(F)c2)CC1 | 9% | -12% | -6% | 0% | 4% | 4% | -5% |
